# Screening data: PubChem BioAssay, Broad Institute
# DENV2 CPE: inhibitors of DENV2 cytopathic effect; DENV2-infected cells, cytopathic effect rescue, plate reader; CPE inhibition, % at 9.99 µM; 350,000 tested, 1.7% active; in the data active = CPE inhibition above about 20%, passing the limit was not always enough; inconclusive = no clear call, values can overlap the other calls; tested in BHK-21 cells;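 also: 0% = median of neutral control wells and 100% = median of positive control wells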
# ERAP1 HTS inh: inhibitors of human ERAP1 aminopeptidase; recombinant ERAP1, Leu-AMC fluorescence, 60 min; inhibition, % at 10.7 µM; 340,000 tested, 0.15% active;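 active = mean replicate inhibition of at least 30%, or all replicates individually reaching that 30% level; inactive = mean below 30% and not every replicate reaching it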;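 also: 0% = neutral control wells and 100% = L-leucinethiol positive control wells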
# Target sequence (Q9NZ08 whole entry, looked up): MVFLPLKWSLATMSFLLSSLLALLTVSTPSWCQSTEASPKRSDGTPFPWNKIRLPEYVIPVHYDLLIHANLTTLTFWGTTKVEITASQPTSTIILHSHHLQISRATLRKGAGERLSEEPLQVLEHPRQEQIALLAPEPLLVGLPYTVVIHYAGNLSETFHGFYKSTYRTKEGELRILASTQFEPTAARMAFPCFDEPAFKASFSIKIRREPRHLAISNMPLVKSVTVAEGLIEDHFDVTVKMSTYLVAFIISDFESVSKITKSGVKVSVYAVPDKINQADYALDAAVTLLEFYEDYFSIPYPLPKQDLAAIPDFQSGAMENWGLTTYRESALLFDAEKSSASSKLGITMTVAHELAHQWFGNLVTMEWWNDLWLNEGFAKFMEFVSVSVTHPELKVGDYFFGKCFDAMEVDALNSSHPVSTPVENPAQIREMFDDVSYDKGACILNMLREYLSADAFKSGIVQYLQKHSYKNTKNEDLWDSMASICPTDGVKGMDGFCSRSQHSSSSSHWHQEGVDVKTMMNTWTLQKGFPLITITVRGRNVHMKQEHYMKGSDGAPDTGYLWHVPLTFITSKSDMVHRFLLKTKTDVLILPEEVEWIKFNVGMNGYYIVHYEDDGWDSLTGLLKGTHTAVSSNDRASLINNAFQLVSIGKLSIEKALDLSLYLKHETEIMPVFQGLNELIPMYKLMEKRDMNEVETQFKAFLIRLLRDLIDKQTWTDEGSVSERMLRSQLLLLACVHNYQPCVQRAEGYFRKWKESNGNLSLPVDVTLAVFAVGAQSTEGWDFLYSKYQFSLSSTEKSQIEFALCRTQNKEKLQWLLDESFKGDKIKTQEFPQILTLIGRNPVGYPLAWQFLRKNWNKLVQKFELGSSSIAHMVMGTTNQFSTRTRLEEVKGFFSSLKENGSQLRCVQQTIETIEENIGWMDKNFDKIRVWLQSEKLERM
# F508del corr: correctors of CFTR F508del function in bronchial epithelial cells; activity (quench increase), % at 7.58 µM; CFBE cells, YFP halide quenching; stimulated with forskolin plus potentiator P3; % fluorescence drop versus neutral controls; AID 720511; 350,000 tested, 0.36% active;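 active = mean added fluorescence quench of at least 8% versus neutral control, with both replicates also reaching 8%; inconclusive = only one of the mean or replicate conditions met; inactive = mean below 8% and not both replicates reaching 8%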;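 also: cells transiently co-express mutant CFTR-F508del with the halide-sensitive YFP; corrector assay measuring rescue of mutant channel to the surface after 24 h compound exposure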
# CASP6 VEID inh: blocks human caspase-6 cleavage activity; 350,000 tested, 0.53% active; P55212; inhibition, % at 12.5 µM; AID 686996; purified caspase-6, Z-VEID-R110 cleavage fluorescence;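 active = mean inhibition across replicates at least about 35%, with every replicate also reaching that limit, limit read from the data; inconclusive = only one of the two criteria met; inactive = neither criterion met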;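 also: 0% = median of neutral control wells and 100% = no fluorescence left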
# ERp5 block: inhibitors of human ERp5; Q15084; ERp5 insulin aggregation, absorbance 650 nm, 90 min; inhibition, % at 9.99 µM; 350,000 tested, 0.05% active;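 active = mean replicate inhibition above about 25%, with every replicate also reaching it, limit read from the data, passing the limit was not always enough; inconclusive = only one of those two criteria met; inactive = neither criterion met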
# miR122 inh: miR-122 inhibition in Huh7 cells; Huh7 miR-122 Renilla luciferase sensor, 48 h; neutral wells = 0, positive control = 100; AID 602342; 340,000 tested, 0.3% active; activation (reporter increase), % at 12.5 µM;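 active = mean replicate activation score at least 90 and every replicate individually at or above 90; inconclusive = only one of the two criteria met; inactive = neither criterion met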;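 also: higher luciferase means less miR-122 activity so hits act as miR-122 inhibitors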
# SIRT5 block: sirtuin-5 (human) deacylase inhibition; Q9NXA8; 330,000 tested, 1.1% active; inhibition, % at 15 µM; Purified SirT5, succinyl-peptide AMC, trypsin-coupled fluorescence; in the data active = inhibition above about 15%; inconclusive = no clear call, values can overlap the other calls
# * marks the source's active call; other numbers are inactive results; ? = inconclusive; nt = not tested or not shown; [ ] = another dose, or the depositor's remark.
DENV2 CPE,ERAP1 HTS inh,F508del corr,CASP6 VEID inh,ERp5 block,miR122 inh,SIRT5 block,mol
-7,1,-1.0,-1,3,-12,-4,O/N=C\c1ccc2noc(-c3ccc(Cl)cc3)c2c1
0,-2,-2.9,0,5,5,-5,O=C(CSc1nc2ccccc2c(=O)[nH]1)Nc1ccc(N2CCOCC2)c(Cl)c1
3,0,3.1,-2,3,nt,-3,CC(NC(=O)C(Cc1ccccc1)n1cccc1)c1ccccc1 (stereo not given)
-1,nt,-0.9,0,0,nt,nt,O=C(NC1CCCCC1)OCCN1CCN(Cc2ccccc2)CCC1=O
-3,3,-0.2,5,5,41,-1,C=C1c2cc(C)c(C)cc2NC(=O)N1c1ccccc1
-2,1,0.6,-8,4,nt,4,CCCCC[C@@H](C)N1C[C@H](COCc2ccccc2)Oc2cc(N3CC[C@@H](N(C)C)C3)ccc2S1(=O)=O
-5,-4,-1.6,4,2,-4,-1,CC(=O)Nc1ccc(NC(=O)CSc2nnc(NC(=O)c3cccc(F)c3)s2)cc1
?,4,3.1,-4,-6,2[16.7 µM],-5,CC=Cc1ccc2n(c1=O)C[C@H]1[C@H](CO)[C@@H](C(=O)NCc3ccc(F)cc3)[C@@H]2N1C (mixture of isomers)
3,-4,-0.1,0,-3,-3,-2,CCOC(=O)c1c(C)[nH]c(C(=O)NCc2ccccn2)c1C
-2,0,0.0,-2,3,13[16.7 µM],-1,C[C@H]1CN([C@@H](C)CO)C(=O)Cc2cc(NS(=O)(=O)c3ccccc3)ccc2O[C@@H]1CN(C)Cc1ccc(C(=O)O)cc1
-10,-2,nt,-1,3,nt,-6,CCOC(=O)c1sc(NC(=O)CSc2nccc(C)n2)nc1C
5,2,nt,-1,5,nt,-3,Cc1ccccc1C(=O)NC(C(=O)Nc1nc2c(s1)CCCC2)C(C)C (stereo not given)
5,1,0.8,-3,0,-1,-1,c1ccc(N/N=C2\CCCc3ccccc32)nc1
-7,-2,4.2,-5,6,-5,-5,COC(=O)c1cc(S(=O)(=O)NCC2CCN(Cc3ccc(C)cc3)CC2)c[nH]1
-1,1,6.4,1,-2,4[16.7 µM],11,COc1ccc(NC(=O)N(C)C[C@@H]2OCCCC[C@H](C)Oc3ccc(NC(=O)Nc4ccc(C(F)(F)F)cc4)cc3C(=O)N([C@@H](C)CO)C[C@@H]2C)cc1
4,-1,-0.8,-2,-2,3[16.7 µM],-8,C[C@@H]1CN([C@H](C)CO)C(=O)Cc2cc(NC(=O)CCC(F)(F)F)ccc2O[C@H]1CN(C)S(=O)(=O)c1cccs1
-6,nt,-5.3,0,7,-2,nt,Cc1ccc(NC(=O)Cn2cc3c(n2)CCC(C)C3)cc1 (stereo not given)
16,-2,2.8,-2,-4,-6[16.7 µM],-2,COC(=O)C[C@@H]1CC[C@@H]2[C@@H](COc3ccc(NC(=O)Nc4c(C)noc4C)cc3C(=O)N2C)O1
-16,0,-0.9,-2,-4,-11[16.7 µM],nt,C[C@H]1CN([C@@H](C)CO)C(=O)Cc2cc(NC(=O)CCCCCC(=O)Nc3ccccc3N)ccc2O[C@@H]1CN(C)Cc1ccc(Cl)c(Cl)c1
-5,1,3.6,-1,0,0,-1,Cc1cccc2c(=O)c(C(=O)NCCc3ccccc3)c[nH]c12
10,1,1.5,1,-1,-6,nt,COc1cc2c(cc1OC)C(c1cc(OC)c(OC)c(OC)c1)C1(O)C(=O)OCC1(O)C2 (stereo not given)
1,4,-2.0,0,1,-4,-3,CN(Cc1ccccc1)C(=O)COC(=O)C1CCN(S(=O)(=O)c2ccc3c(c2)OCCO3)CC1
-1,0,0.1,0,-1,-11[16.7 µM],-10,C[C@H](O)C#Cc1cnc2c(c1)C(=O)N([C@@H](C)CO)C[C@H](C)[C@H](CN(C)Cc1ccccn1)O2
2,-3,-0.2,-1,-4,nt,1,COCc1cn(CC[C@@H]2CC[C@@H](NC(=O)Nc3ccc4c(c3)OCO4)[C@H](CO)O2)nn1
-7,-1,1.3,-2,1,-3[16.7 µM],1,C[C@H]1CN([C@@H](C)CO)C(=O)c2cccc(NS(=O)(=O)c3cccs3)c2O[C@H]1CN(C)CC1CC1
-6,3,2.6,11,2,nt,-1,COC(=O)C1=C(C)N(Cc2ccc(C(F)(F)F)cc2)C(=NCC2CC2)NC1c1ccccc1C(F)(F)F (stereo not given)
5,0,-2.3,3,-3,-21,2,C=CCn1c(C)csc1=Nc1ccccc1C
?,-1,2.4,-3,1,nt,-2,Cc1noc(C)c1CN1C(=O)c2cccc([N+](=O)[O-])c2C1=O
0,-2,-0.1,3,4,4,-3,COc1ccc(S(=O)(=O)N2CCC(C(=O)N3CCc4ccccc4C3)CC2)cc1Cl
-3,-2,-1.0,-4,3,nt,0,COc1ccccc1NC(=O)C(=O)NCC1COc2ccccc2O1 (stereo not given)
-2,5,0.0,2,-1,-6,-1,O=P(c1ccccc1)(c1ccccc1)C(O)c1ccccn1 (stereo not given)
-3,17,0.0,-2,2,-2,-6,O=C(Nc1ccc(C(=O)N2CCCCC2)cc1)C1CCC1
2,-2,nt,0,0,nt,-6,Cc1ccc(NC(=O)Cn2cnc3c(oc4nc5c(cc43)COC(C)(C)C5)c2=O)cc1
-8,0,0.9,-7,-4,-1,-2,COc1ccc([N+](=O)[O-])c(OC)c1C(=O)NC(=O)Nc1nc(C)nc(C)n1
nt,-1,0.4,1,3,nt,0,N#Cc1ccc(N/N=C/c2ccccc2)c([N+](=O)[O-])c1
8,3,0.4,-4,-4,3[16.7 µM],2,Cc1noc(C)c1S(=O)(=O)N(C)C[C@H]1OCCCC[C@H](C)Oc2ccc(NC(=O)c3ccccc3)cc2C(=O)N([C@H](C)CO)C[C@@H]1C
-6,-2,0.8,-1,-1,32,-1,O=C(Nc1ccc(S(=O)(=O)NCc2ccccc2)cc1)C1CCCCC1
2,-1,0.8,1,6,nt,-5,COc1ccc(-c2cc(C(F)(F)F)c(C#N)c(SCC(=O)O)n2)cc1
4,-2,-1.0,-1,1,-4[16.7 µM],-4,COc1ccc(CN(C)C[C@H]2Oc3ccc(NC(=O)CCC(F)(F)F)cc3C(=O)N([C@@H](C)CO)C[C@H]2C)cc1
-2,1,-0.1,2,3,-1,0,CCc1nn(CCCC(=O)NC2CCCCC2C)c(=O)c2cc3occc3n12 (stereo not given)

# Part of the list above in a different format.
# The line under a structure holds: DENV2 CPE	ERAP1 HTS inh	F508del corr	CASP6 VEID inh	ERp5 block	miR122 inh	SIRT5 block
> O=C(Nc1ccc(S(=O)(=O)NCc2ccccc2)cc1)C1CCCCC1
 : -6	-2	0.8	-1	-1	32	-1
> COc1ccc(-c2cc(C(F)(F)F)c(C#N)c(SCC(=O)O)n2)cc1
 : 2	-1	0.8	1	6	nt	-5

# More entries follow:
DENV2 CPE,ERAP1 HTS inh,F508del corr,CASP6 VEID inh,ERp5 block,miR122 inh,SIRT5 block,mol
-15,2,1.9,5,-1,1,-4,CC[C@H]1C(Nc2ccccc2)C[C@@H]2CCN3C(=O)CC[C@H]1[C@H]23 (stereo not given in full)
4,-2,1.6,-1,-3,-2,-2,COc1ccc(CN2CCN(Cc3ccon3)CC2CCO)c(C)c1C (stereo not given)
6,14,0.9,-2,7,2,-3,CC(C)c1ccc(-c2noc(C3CCCN(S(C)(=O)=O)C3)n2)cc1 (stereo not given)
0,-2,-0.3,-9,0,-2,0,CC(C)c1ccc(NC(=O)CCNC(=O)N2CC(=O)Nc3ccccc32)cc1
-4,1,1.8,-4,2,-6,1,CC(=O)Nc1ccc(NS(=O)(=O)c2ccccc2)c2ccccc12
nt,0,nt,0,1,nt,-3,Cc1cc(NC(=O)COC(=O)[C@H](C)NC(=O)c2ccccc2)no1
3,3,0.9,-1,-4,nt,-9,CN1CCN(C(=O)C[C@@H]2CC[C@@H](NS(=O)(=O)c3cccc(F)c3)[C@@H](CO)O2)CC1
3,-1,1.1,-1,1,nt,-7,Cn1c(-c2cccs2)nc2ccccc21
10,1,-2.1,0,1,3[16.7 µM],-4,CNC[C@H]1Oc2ccc(NC(=O)C3CCCCC3)cc2C(=O)N([C@H](C)CO)C[C@H]1C
-6,-3,0.0,-2,-1,nt,-1,Cc1ccc(S(=O)(=O)N[C@H]2CC[C@H](CC(=O)NCc3ccc(Cl)c(Cl)c3)O[C@@H]2CO)cc1
5,-2,-1.1,-1,-3,nt,1,O=C(Nc1ccccc1N1CCOCC1)C1CCCO1 (stereo not given)
3,-1,0.4,1,13,nt,-4,COc1ccc(-c2ccc([C@@H]3[C@@H](CO)N4C(=O)CNC[C@H]34)cc2)cc1
103*,2,1.2,1,2,nt,-2,Cc1ccc(NS(=O)(=O)c2ccc(C(=O)NCCCN3CCCC3=O)cc2)cc1
-5,-3,0.4,0,1,1[16.7 µM],0,CC(C)NC(=O)Nc1ccc2c(c1)C(=O)N([C@@H](C)CO)C[C@@H](C)[C@@H](CN(C)CC1CCCCC1)OCCCC[C@@H](C)O2
4,2,1.1,-1,0,-4,2,COc1ccc(C(C)(C)C)cc1NC(=O)CSc1ncn[nH]1
?,-2,1.6,-6,3,nt,0,C[C@H](NC(=O)CCC1CCC(=O)N1)c1ccccc1 (stereo not given in full)
?,-2,0.7,-3,2,nt,3,O=C(C[C@@H]1C=C[C@@H](NS(=O)(=O)c2ccccc2)[C@H](CO)O1)N1CCC(Cc2ccccc2)CC1
3,1,0.6,-3,0,-2,-4,CC1(c2ccccc2)NC(=O)N(CC(=O)Nc2ccc(C(N)=O)cc2)C1=O (stereo not given)
?,0,-2.2,1,0,-2,-6,O=C(COC(=O)C1CC(=O)N(C2CCCCC2)C1)c1ccc(F)cc1 (stereo not given)
1,5,nt,7,2,1,3,O=C(Cc1cc(=O)[nH][nH]1)N/N=C/c1ccccc1[N+](=O)[O-]

# An excerpt of these results, as tab-separated lines.
Structure	DENV2 CPE	ERAP1 HTS inh	F508del corr	CASP6 VEID inh	ERp5 block	miR122 inh	SIRT5 block
COc1ccc(-c2ccc([C@@H]3[C@@H](CO)N4C(=O)CNC[C@H]34)cc2)cc1	3	-1	0.4	1	13	nt	-4
O=C(Cc1cc(=O)[nH][nH]1)N/N=C/c1ccccc1[N+](=O)[O-]	1	5	nt	7	2	1	3

# The listing continues:
DENV2 CPE,ERAP1 HTS inh,F508del corr,CASP6 VEID inh,ERp5 block,miR122 inh,SIRT5 block,mol
-1,-2,-0.4,-5,-1,0,-6,CC1CCCCC1NC(=O)C1CCCN(S(=O)(=O)c2ccc(-n3cnnn3)cc2)C1 (stereo not given)
2,-3,-3.4,-5,13,4,-3,Cc1ccccc1OCCC(=O)OCC(=O)NCCNC(=O)COC(=O)CCOc1ccccc1C
-4,0,-3.1,1,4,-4[16.7 µM],1,Cc1noc(C)c1NC(=O)N(C)C[C@H]1Oc2ccc(NS(C)(=O)=O)cc2C(=O)N([C@@H](C)CO)C[C@@H]1C
1,-2,2.5,-4,2,nt,0,CC(C)(C)n1ncc(Oc2ccccc2[N+](=O)[O-])c(Cl)c1=O
4,1,-0.4,3,-6,-1[16.7 µM],1,O=C(C[C@H]1C[C@@H]2c3cc(NS(=O)(=O)c4ccc(F)cc4)ccc3O[C@@H]2[C@@H](CO)O1)NCc1cccc(F)c1
9,4,6.4,0,-3,nt,-1,COc1cc(Nc2ccc(S(=O)(=O)N3CCN(C)CC3)cc2[N+](=O)[O-])cc(OC)c1
-6,1,2.8,1,4,0,0,Nc1nnc(C2CCCC2)s1
-3,3,-2.9,3,1,-6,-1,CCOC(=O)CN(Cc1ccccc1)S(=O)(=O)c1ccc(NC(C)=O)cc1
-9,5,-0.7,6,-2,9,-4,O=C1/C(=C/c2ccncc2)SC(=S)N1Nc1ccccc1
0,-8,2.4,-1,7,7,-1,COc1cc(OC)c(N(C)S(=O)(=O)c2cccc(C(=O)Nc3nccs3)c2)cc1Cl
-5,2,1.0,0,-5,10,-3,CC(=O)c1ccc(S(=O)(=O)Nc2ccc(C(=O)NCCCn3ccnc3)cc2)cc1
39*,0,0.6,-1,-1,nt,-2,C[C@@H]1CN([C@H](C)CO)C(=O)Cc2cc(NS(=O)(=O)c3cccs3)ccc2O[C@H]1CN(C)Cc1ccc(C(=O)Nc2ccccc2N)cc1

# Just CASP6 VEID inh, for two of the compounds above:
mol | CASP6 VEID inh
Cc1ccccc1OCCC(=O)OCC(=O)NCCNC(=O)COC(=O)CCOc1ccccc1C | -5
O=C1/C(=C/c2ccncc2)SC(=S)N1Nc1ccccc1 | 6
